Assay outcomes as filed in PubChem.
mHTT CaM bind – mutant huntingtin-calmodulin interaction inhibitors – biochemical, AlphaScreen, primary screen; P42858; AlphaScreen His-mHTT/GST-CaM binding, luminescence; inhibition, % at 15 µM; hit rate 3.6% among 190,000; AID 1671202, 2021;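 also: 0% = both proteins with DMSO and 100% = one protein alone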
Pf apPOL inh – Pf-apPOL inhibitors, biochemical, fluorescence. inhibition, % at 10 µM. Plasmodium falciparum apicoplast DNA polymerase (apPOL). hit rate 0.25% among 210,000. Recombinant Pf-apPOL, molecular beacon fluorescence, 1.5 h
* marks the source's active call; other numbers are inactive results; i = inactive; · = not tested or not shown; & = joins results of further samples. Rule as the data show it: active = inhibition above about 50%; inactive = the rest.

1) CC1=NCCN1S(=O)(=O)c1ccc(Br)cc1Br
2) CC1(C)CC(=O)C2=C(C1)Nc1ccccc1NC2c1ccc(Cl)c([N+](=O)[O-])c1 (centres undefined)
3) Cc1c(Cl)cccc1NC(=O)C1CCc2sc(C(=O)N(C)C)cc2C1 (centres undefined)
4) CO[P@]1(=O)C[C@@H](O)[C@@H](O)[C@@H](COCc2ccccc2)O1
5) CSc1ccc(C2C(C#N)=C(N)OC3=C2C(=O)CC(C)C3)cc1 (centres undefined)
6) CC(NC(=O)C1CCN(c2nnc(-c3ccccc3)o2)CC1)c1ccc(F)cc1 (centres undefined)
Compound	1	2	3	4	5	6
Pf apPOL inh	-5	-4	-2	-5	-7	-3
mHTT CaM bind	11	14	-3	-4	3	45

7) Cc1ccc(C(=O)Nc2ccc(O)c(-c3nc4cc(C)c(C)cc4o3)c2)cc1
8) CCC(C)(C)NC(=O)CCc1c(C)nn(-c2cccc(F)c2)c1C
9) O=C(Cc1c[nH]c2ncccc12)NCc1cccs1
10) COc1ccc(-c2cc(C(=O)N3CCCC3c3cc(C(C)C)no3)no2)cc1 (centres undefined)
11) c1nc(NCCCN2CCOCC2)c2cn[nH]c2n1
12) Cc1cc(OCC(=O)NCc2ccccn2)cc(C)c1Br
Compound	7	8	9	10	11	12
Pf apPOL inh	2	-4	0	1	0	-4
mHTT CaM bind	-9	-11	-12	-3	-7	1

13) CCCn1c(=N)c(C(=O)NCc2ccccc2)cc2c(=O)n3ccccc3nc21
14) O=C(NCCCN1CCCCC1)c1ccc2c(c1)NC(=O)C(N1CCOCC1)S2 (centres undefined)
15) CCN(CC)c1ncc2c(n1)CCC(C(=O)Nc1ccc(N3CCOCC3)cc1)C2 (centres undefined)
16) CN(C)CCCNC(=O)c1sc2ncccc2c1-n1cccc1
17) Cc1cc(Cl)nc(Cl)c1NC(=O)Nc1ccccc1
18) COc1ccc(NC(=O)C2CCCN(c3cnn(Cc4ccccc4)c(=O)c3)C2)cc1OC (centres undefined)
Compound	13	14	15	16	17	18
Pf apPOL inh	5	-21	-6	1	-3	-3
mHTT CaM bind	3	6	7	0	-3	13

19) COc1ccc(C(=O)N2CCN(CC(=O)N3CCOCC3)CC2)cc1
20) CCn1nccc1-c1cccc(-c2noc(-c3ccccn3)n2)c1
21) COc1ccc(OC)c(CNC(=O)CCc2nc(-c3cccs3)no2)c1
22) COc1cc(Nc2ncc3c(n2)CCN(Cc2ccccc2F)C3)cc(OC)c1
23) CC1=C(C(N)=O)C(c2ccccc2)n2nc(SCc3ccccc3F)nc2N1 (centres undefined)
24) COc1ccccc1C(=O)N1CCc2nc(C)ncc2C1
Compound	19	20	21	22	23	24
Pf apPOL inh	39	4	0	-2	-1	-2
mHTT CaM bind	-9	-9	1	36	0	-4

25) O=C(CSc1nc(CC(=O)NCc2cccs2)cc(=O)[nH]1)NCc1ccco1
26) CCCCCCCN1CCC(=O)N(CCO)CC1
27) Cc1ccc(NC(=O)c2ccoc2C)c(Br)c1
28) Cc1cc(C)nc(N2CCN(c3ncnc4c3cnn4Cc3ccc(Cl)cc3Cl)CC2)n1
29) CC(C)=NNC(N)=NC(=S)Nc1ccccc1
30) COc1ccc2c(=O)cc(-c3ccc(C)cc3)oc2c1
Compound	25	26	27	28	29	30
Pf apPOL inh	8	-3	1	-2	-3	-10
mHTT CaM bind	100*	-7	3	-2	·	12

31) Cc1cc(C)cc(N2C(=O)CS(=O)(=O)C2c2ccccc2Br)c1 (centres undefined)
32) O=C(CSc1nnc(COc2ccccc2)o1)N1CCN(c2ccccc2)CC1
33) O=C(NCc1ccccc1Cl)c1ccc2c(c1)N(Cc1ccc(F)cc1)C(=O)CS2
34) Cc1cc(C)n(C(=O)c2ccccc2[N+](=O)[O-])n1
35) Cc1ccc(NC(=O)N2CC3CC2CC3NS(=O)(=O)c2ccccc2)c(C)c1 (centres undefined)
36) COc1ccc(N2CC(C(=O)NC3CCCc4ccccc43)CC2=O)cc1 (centres undefined)
Compound	31	32	33	34	35	36
Pf apPOL inh	-3	-2	-5	-2	-4	2
mHTT CaM bind	2	13	-23	2	-1	8

37) O=C1N=C(N2CCOCC2)S/C1=C\c1ccco1
38) O=[N+]([O-])c1ccccc1/C=C/CN1CCN(Cc2ccccc2)CC1
39) O=C(NCCN1CCCC1)C1(S(=O)(=O)c2ccc(Cl)cc2)CC1
40) COc1ccccc1NC(=O)C1CC(=O)N(c2cccc(NC(C)=O)c2)C1 (centres undefined)
41) Cc1cccc(NC(=O)Nc2nccn(-c3cccc(Cl)c3)c2=O)c1
42) CCC[C@H]1[C@@H](NC(=O)/C=C/c2ccccc2)CC[C@@]23CCCN2C(=O)CCC[C@@H]13
Compound	37	38	39	40	41	42
Pf apPOL inh	2	-1	9	-6	-5	-5
mHTT CaM bind	5	11	5	-5	-4	1

43) Cc1cc([N+](=O)[O-])ccc1NC(=O)c1ccc(C(C)C)cc1
44) Cc1ccc2nc(-c3ccc(NC(=O)CCCOc4ccc(Cl)cc4)cc3)sc2c1
45) CCn1nnc2c(N3CCN(CC(=O)NC4CCCC4)CC3)ncnc21
46) N#Cc1c(NC(=O)C(F)(F)F)sc2c1CCCC2
47) O=C(O)Cc1nc(-c2cccnc2)n[nH]1
48) CC(=O)N1c2ccccc2NC2=C(C(=O)CC(c3ccc(C)cc3)C2)C1c1cccnc1 (centres undefined)
Compound	43	44	45	46	47	48
Pf apPOL inh	-5	-9	-1	·	4	-2
mHTT CaM bind	-2	0	-5	4	-14	8

Compounds from the list above that contain fluorine, in the order listed:
6) CC(NC(=O)C1CCN(c2nnc(-c3ccccc3)o2)CC1)c1ccc(F)cc1 (centres undefined)
8) CCC(C)(C)NC(=O)CCc1c(C)nn(-c2cccc(F)c2)c1C
22) COc1cc(Nc2ncc3c(n2)CCN(Cc2ccccc2F)C3)cc(OC)c1
23) CC1=C(C(N)=O)C(c2ccccc2)n2nc(SCc3ccccc3F)nc2N1 (centres undefined)
33) O=C(NCc1ccccc1Cl)c1ccc2c(c1)N(Cc1ccc(F)cc1)C(=O)CS2
46) N#Cc1c(NC(=O)C(F)(F)F)sc2c1CCCC2
Compound	6	8	22	23	33	46
Pf apPOL inh	-3	-4	-2	-1	-5	·
mHTT CaM bind	45	-11	36	0	-23	4

(listing goes on)
49) O=[N+]([O-])c1cnc(Nc2cc(Cl)ccc2Cl)c([N+](=O)[O-])c1
50) COc1ccc(CCNC(=O)C2CCN(c3nc4ccccc4o3)CC2)cc1OC
51) O=C(c1ccco1)N1CCCn2nc(-c3cccc(Cl)c3)cc2C1
52) CCc1ccccc1NS(=O)(=O)c1ccc(CN2C(=O)c3ccccc3C2=O)cc1
53) CCCC(=O)N1CCc2c(c(C(=O)NCc3ccc4c(c3)OCO4)nn2C)C1
54) COc1ccc(N2C(=O)CSC2c2ccc([N+](=O)[O-])cc2)cc1Cl (centres undefined)
Compound	49	50	51	52	53	54
Pf apPOL inh	-1	-14	-5	4	-7	4
mHTT CaM bind	2	10	32	-2	21	4

55) COCCN1CC2=C(C1=O)C(c1cc(C)c(C)cc1C)NC(=O)N2C (centres undefined)
56) NC(Cc1c[nH]c2ccc(OCc3ccccc3)cc12)C(=O)O (centres undefined)
57) Cc1cc(N2CCCCC2)nc(NCCNC(=O)c2ccc(S(=O)(=O)N(C)C)cc2)n1
58) CN1CCN(/C(=N\O)c2nonc2N)CC1
59) O=C(Nc1ccc(F)cc1)N1CCN(c2ccccn2)CC1
60) CC1CCCN(CCCNC(=O)C2CCN(c3ccc(N4CCCC4)nn3)CC2)C1 (centres undefined)
Compound	55	56	57	58	59	60
Pf apPOL inh	-1	-2	-2	·	-4	2
mHTT CaM bind	8	47	-9	i	-31	4

61) Cc1cc(Br)ccc1OCC(=O)NCc1ccncc1
62) CCn1cc(S(=O)(=O)CC(=O)Nc2ccc3c(c2)OCO3)c2ccccc21
63) CC(C)(C)c1ccc(OCC(O)CN2CCN(CCO)CC2)cc1 (centres undefined)
64) CN1C(=O)NC(=O)/C(=C/c2cc(Cl)c(OCC(=O)O)c(Cl)c2)C1=O
65) Cc1cc(-c2onc(C)c2C(N)=NOC(=O)c2ccccc2)no1
66) O=C(C(c1ccccc1)c1ccccc1)N1CCN(c2ccc([N+](=O)[O-])cc2)CC1
Compound	61	62	63	64	65	66
Pf apPOL inh	-1	-2	0	-3	-2	-8
mHTT CaM bind	-4	-1	0	7	·	3

67) CC(=O)c1ccc(NC(=O)c2cc(Br)c(C)c(C)c2C)cc1
68) COc1ccc(CNC(=O)N2CCN(c3nc4ccccc4[nH]3)CC2)cc1OC
69) O=C(Nc1ccc2c(c1)OCCO2)c1coc(NC(=O)C2CC2)n1
70) CC(C)c1ccc(S(=O)(=O)NC(C)(C)C)cc1
71) CCOC(CC(=O)NNC(=O)c1ccc(C(F)(F)F)cc1)OCC
72) O=C(CN1C(=O)c2ccccc2S1(=O)=O)N1CCCCC1
Compound	67	68	69	70	71	72
Pf apPOL inh	-2	-6	0	-3	1	-2
mHTT CaM bind	-4	-10	-7	-13	·	1

Random excerpt: 4 compounds from above
15) CCN(CC)c1ncc2c(n1)CCC(C(=O)Nc1ccc(N3CCOCC3)cc1)C2 (centres undefined)
70) CC(C)c1ccc(S(=O)(=O)NC(C)(C)C)cc1
28) Cc1cc(C)nc(N2CCN(c3ncnc4c3cnn4Cc3ccc(Cl)cc3Cl)CC2)n1
35) Cc1ccc(NC(=O)N2CC3CC2CC3NS(=O)(=O)c2ccccc2)c(C)c1 (centres undefined)
Compound	15	70	28	35
Pf apPOL inh	-6	-3	-2	-4
mHTT CaM bind	7	-13	-2	-1

(next part)
73) Cc1ccc(S(=O)(=O)N2CC3CC(NC(=O)c4cccs4)C2C3)cc1Cl (centres undefined)
74) O=C(Nc1cc(-c2ccco2)nn1CCO)c1ccc(S(=O)(=O)N2CCOCC2)cc1
75) CN(CCO)Cc1cc(=O)oc2cc3c(cc12)CCC3
76) CC(C)CNC(=O)N1CCCC1c1cc(C(C)C)no1 (centres undefined)
77) COC(=O)C1=C(N)Oc2cc(C)oc(=O)c2C1c1ccccc1OC (centres undefined)
78) CC(NC(=O)C(=O)Nc1cccc(Cl)c1Cl)c1ccccc1 (centres undefined)
Compound	73	74	75	76	77	78
Pf apPOL inh	-2	8	-13	3	-5	-2
mHTT CaM bind	-2	26	-5	-12	-3	0

79) COc1cc(OC)cc(C(=O)NCCc2nc3ccccc3[nH]2)c1
80) CN(C)S(=O)(=O)c1ccc(-c2nnc(NC(=O)c3cc(Cl)sc3Cl)o2)cc1
81) Cn1c(C2CCN(C(=O)C3(c4ccccc4)CC3)C2)nc2ccncc21 (centres undefined)
82) COc1ccc(C2CC(c3ccc(OC)cc3OC)n3ncnc3N2)cc1 (centres undefined)
83) CCCCC1(C)OC(=O)C(=Cc2c[nH]c3ccccc23)C(=O)O1 (centres undefined)
84) CC1CN(S(=O)(=O)c2cc([N+](=O)[O-])ccc2N2CCN(C)CC2)CC(C)O1 (centres undefined)
Compound	79	80	81	82	83	84
Pf apPOL inh	-5	6	-2	-9	-5	-2
mHTT CaM bind	4	-2	3	1	7	-3

85) Cc1ccc(OCC(=O)O/N=C(\N)c2cccnc2)c(Br)c1
86) O=Cc1cn(-c2ccccc2)nc1-c1cccc([N+](=O)[O-])c1
87) COC(=O)c1cn(Cc2cc(C)ccc2C)nc1S(=O)(=O)N(C)c1ccc(C)cc1
88) O=C1C(=Cc2ccc3c(c2)OCO3)CCCC1=Cc1ccc2c(c1)OCO2
89) Cc1c(Cl)cccc1NC(=O)C1CCCN(c2ccc(-n3cccn3)nn2)C1 (centres undefined)
90) O=[N+]([O-])/C(C(Cl)=C(Cl)Cl)=C(\N1CCOCC1)n1cncn1
Compound	85	86	87	88	89	90
Pf apPOL inh	-3	0	-8	3	-7	0
mHTT CaM bind	i	9	-1	·	-14	1

91) CN(CCO)CC1COCCN1C(=O)CCC1CCCC1 (centres undefined)
92) Cc1cccc(-n2ncc3c(N4CCC5(CC4)OCCO5)ncnc32)c1
93) COc1c(C)cc(-c2ccc3nc(C(=O)N4CCOCC4)cn3c2)cc1C
94) COc1cccc(/C=C2\N=C(c3ccc([N+](=O)[O-])cc3)OC2=O)c1
95) COc1ccc(C2(C(=O)NCc3ccccc3Cl)CCCC2)cc1OC
Compound	91	92	93	94	95
Pf apPOL inh	-6	-6	16	7	-2&-13
mHTT CaM bind	3	10	28	-5	-6&-3

In the list so far, 3 have a COOH group.
47) O=C(O)Cc1nc(-c2cccnc2)n[nH]1
56) NC(Cc1c[nH]c2ccc(OCc3ccccc3)cc12)C(=O)O (centres undefined)
64) CN1C(=O)NC(=O)/C(=C/c2cc(Cl)c(OCC(=O)O)c(Cl)c2)C1=O
Compound	47	56	64
Pf apPOL inh	4	-2	-3
mHTT CaM bind	-14	47	7
